# NSD2 inh: blocks human histone methyltransferase NSD2; NSD2 peptide methylation, AlphaScreen, 120 min; inhibition, % at 12.5 µM; 0.54% of 310,000 active; in the data active means inhibition above about 50%
# Target sequence (O96028 whole entry, looked up): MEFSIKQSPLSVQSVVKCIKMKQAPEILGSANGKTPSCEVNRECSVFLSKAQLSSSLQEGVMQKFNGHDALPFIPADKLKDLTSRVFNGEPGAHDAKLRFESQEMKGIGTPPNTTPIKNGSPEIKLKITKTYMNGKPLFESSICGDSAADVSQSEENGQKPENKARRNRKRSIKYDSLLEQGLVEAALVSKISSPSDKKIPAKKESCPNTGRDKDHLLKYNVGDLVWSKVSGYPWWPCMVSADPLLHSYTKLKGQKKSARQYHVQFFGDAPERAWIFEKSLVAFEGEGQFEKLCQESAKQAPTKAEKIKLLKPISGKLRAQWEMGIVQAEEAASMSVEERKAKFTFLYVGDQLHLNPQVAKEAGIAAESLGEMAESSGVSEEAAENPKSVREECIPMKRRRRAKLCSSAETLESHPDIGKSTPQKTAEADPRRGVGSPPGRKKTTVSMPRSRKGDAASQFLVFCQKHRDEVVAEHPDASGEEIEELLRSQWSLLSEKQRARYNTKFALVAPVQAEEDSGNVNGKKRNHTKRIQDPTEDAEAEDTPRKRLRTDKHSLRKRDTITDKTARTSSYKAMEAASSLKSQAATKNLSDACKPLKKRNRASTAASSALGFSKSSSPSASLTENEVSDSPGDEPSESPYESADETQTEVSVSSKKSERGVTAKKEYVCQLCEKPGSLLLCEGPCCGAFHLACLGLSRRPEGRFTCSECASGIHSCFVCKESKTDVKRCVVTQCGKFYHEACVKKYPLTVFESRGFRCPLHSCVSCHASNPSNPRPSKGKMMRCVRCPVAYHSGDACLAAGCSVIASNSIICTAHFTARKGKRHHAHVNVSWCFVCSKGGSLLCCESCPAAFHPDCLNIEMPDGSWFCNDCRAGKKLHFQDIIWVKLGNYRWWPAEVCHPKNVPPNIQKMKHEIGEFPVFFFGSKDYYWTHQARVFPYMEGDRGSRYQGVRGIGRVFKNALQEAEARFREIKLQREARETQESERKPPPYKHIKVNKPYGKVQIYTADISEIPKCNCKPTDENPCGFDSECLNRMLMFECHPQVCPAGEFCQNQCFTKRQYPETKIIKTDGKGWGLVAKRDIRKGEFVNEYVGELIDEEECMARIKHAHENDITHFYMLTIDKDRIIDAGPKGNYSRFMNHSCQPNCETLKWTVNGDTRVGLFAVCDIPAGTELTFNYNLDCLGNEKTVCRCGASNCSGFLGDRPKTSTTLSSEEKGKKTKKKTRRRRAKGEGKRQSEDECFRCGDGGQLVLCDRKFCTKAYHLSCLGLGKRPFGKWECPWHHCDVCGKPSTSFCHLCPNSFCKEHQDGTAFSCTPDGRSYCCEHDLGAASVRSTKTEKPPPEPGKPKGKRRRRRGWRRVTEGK
# Wnt act: activates Wnt/beta-catenin signaling in a reporter cell assay | activator, plate reader | activation, % at 9.35 µM | 1.2% of 300,000 active; in the data active means activation above about 30%, passing the limit was not always enough;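 further: 0% = neutral control wells and 100% = positive control wells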
# Active calls of the source: *.
1. COc1ccc(S(=O)(=O)NC(=O)C2(C)CCN2C(=O)CC2CCCC2)cc1 (centres undefined)
2. CCc1nc2ccc(C(=O)N(CC)CCN(C)C)cn2c1N(CC)C(=O)NCCc1ccccc1
3. O=C(Nc1cccc(Cl)c1)c1csc([C@@H]2O[C@H](CO)[C@H](O)[C@H](O)[C@H]2O)n1
4. CC(C)NC(=O)c1cc(C2CCCCN2C(=O)c2ccc(Cl)cc2)on1 (centres undefined)
5. NC(Cc1ccc(F)cc1)c1csc(NC(=O)NC(c2ccccc2)c2ccccc2)n1 (centres undefined)
6. CCNC(=O)N(C)c1c(CC)nc2ccc(C(=O)Nc3cccc(OCC(=O)N(C)C)c3)cn12
7. CNC(=O)C1(C)CCN1C(=O)c1ccccc1CCc1ccccc1 (centres undefined)
8. CC(c1ccccc1)n1c(NCCCn2ccnc2)nc2c1c(=O)[nH]c(=O)n2C (centres undefined)
9. Cc1ccc(F)c(S(=O)(=O)NC(=O)C2(C)CCN2C(=O)COc2ccc(Cl)cc2)c1 (centres undefined)
10. O=C(NCc1ccc(F)c(F)c1)c1ccc(-c2ccc(F)c(F)c2)c2ccoc12

Compound | 1 | 2 | 3 | 4 | 5 | 6 | 7 | 8 | 9 | 10
NSD2 inh | -1 | 5 | 0 | 7 | 0 | 0 | 7 | 1 | 0 | -3
Wnt act | -2 | -1 | 0 | 0 | -3 | 5 | -2 | 2 | -2 | 1

11. O=C(NCc1ccncc1)C1Cc2c(-c3ccccc3Oc3ccccc3)ccnc2O1 (centres undefined)
12. CN1c2ccccc2SC2C(c3ccccc3)=NOC21 (centres undefined)
13. CS(=O)(=O)c1ccc(Nc2nc(C(N)Cc3ccc(Cl)cc3)cs2)cc1 (centres undefined)
14. CCCNC(=O)C1(C)CCCN(C(=O)c2sccc2C)C1 (centres undefined)
15. CCOC(=O)C1(C)CCN1C(=O)c1ccoc1 (centres undefined)
16. C#Cc1ccc(NC(=O)C2(C)CCN2C(=O)CC(c2ccccc2)c2ccccc2)cc1 (centres undefined)
17. CC1=C(C(=O)N2CCCCCC2)CC(CC(=O)NCCCN(C)C)C(=O)N1Cc1ccc(C(C)(C)C)cc1 (centres undefined)
18. CCCS(=O)(=O)NC(=O)C1(C)CCN(C(=O)c2ccc(F)c(C)c2)C1 (centres undefined)
19. CCn1c(SCC(=O)N/N=C/C=C/c2ccccc2[N+](=O)[O-])nnc1-c1ccc(Cl)cc1
20. CCc1cc(C(=O)NC2CCCc3c2cnn3-c2cccc(C)c2C)n(C)n1 (centres undefined)

Compound | 11 | 12 | 13 | 14 | 15 | 16 | 17 | 18 | 19 | 20
NSD2 inh | 16 | -5 | 13 | 0 | -2 | -1 | 1 | 17 | 1 | 0
Wnt act | 3 | 0 | -1 | -5 | 0 | -4 | -1 | -1 | 0 | 2

21. COc1ccc(C2=Nc3ccccc3N(C(=O)c3cnccn3)C2C(=O)NC2CCCC2)cc1 (centres undefined)
22. CC(=O)OCC(COC(C)=O)(CN1C(=O)c2ccccc2C1=O)CN1C(=O)c2ccccc2C1=O
23. O=C(c1ccncc1)N1N=C(C2CCCCC2)CC1(O)C(F)(F)F (centres undefined)
24. CC1(C(=O)O)CCN1C(=O)c1cccc(OC(F)(F)F)c1 (centres undefined)
25. CCCOc1cccn2c(N(C)C(=O)c3ccccc3F)c(CC)nc12
26. CCc1nc2c(OCc3ccc(Cl)cc3Cl)cccn2c1N(C=O)Cc1ccc(OC)cc1
27. Fc1cccc(Cl)c1C1SCc2nc3ccccc3n21 (centres undefined)
28. O=C(NCc1cccnc1)c1cc(C2CCCN(C(=O)c3cccs3)C2)on1 (centres undefined)
29. COc1ccc(CNC(=O)C2(C)Cc3c(-c4ccc(N(C)C)cc4)ccnc3O2)cc1OC (centres undefined)
30. CC(C)(C)c1ccc(S(=O)(=O)NC(=O)C2(C)CCN2C(=O)Cc2ccccc2Cl)cc1 (centres undefined)

Compound | 21 | 22 | 23 | 24 | 25 | 26 | 27 | 28 | 29 | 30
NSD2 inh | 0 | -1 | 0 | -3 | -2 | -1 | 5 | 2 | 8 | -2
Wnt act | 16 | 0 | -1 | 0 | -1 | 0 | -1 | -4 | 1 | -1

31. COc1cc(NC(=O)Nc2nc(C(N)C3CCCCC3)cs2)cc(OC)c1OC (centres undefined)
32. COc1ccc(NC(=O)c2sc3nc(N4CCOCC4)c4c(c3c2N)CCCC4)cc1
33. COc1ccc(-n2c(=S)[nH]c3cc(C(=O)Nc4ccccc4OC)ccc3c2=O)cc1
34. COc1cc(C(O)c2nc(-c3ccc(F)cc3OC)cs2)ccc1F (centres undefined)
35. OC(c1cccc(Cl)c1)c1nc(-c2ccccc2)cs1 (centres undefined)
36. Cc1ccc(NC(=O)NNC(=O)CSC2CCc3ccccc32)c(C)c1 (centres undefined)
37. CCNC(=O)C1(C)CCN(Cc2csc(-c3ccccc3)n2)C1 (centres undefined)
38. CCOc1ccc(-c2cnc3cccnn23)cc1
39. CCc1nc2ccc(C(=O)Nc3ccc(C(=O)N(C)C)cc3)cn2c1N(C)CCCc1ccccc1
40. CC1(C(=O)NS(=O)(=O)c2ccc(C#N)cc2)CCN1C(=O)Cc1ccsc1 (centres undefined)

Compound | 31 | 32 | 33 | 34 | 35 | 36 | 37 | 38 | 39 | 40
NSD2 inh | 6 | 13 | 2 | 7 | -2 | 17 | -26 | -9 | 2 | -2
Wnt act | -3 | -3 | -7 | 2 | 9 | 6 | 3 | 26 | 0 | -2

# Five of the compounds above, with bars between the fields.
No. | smiles | NSD2 inh | Wnt act
36 | Cc1ccc(NC(=O)NNC(=O)CSC2CCc3ccccc32)c(C)c1 (centres undefined) | 17 | 6
32 | COc1ccc(NC(=O)c2sc3nc(N4CCOCC4)c4c(c3c2N)CCCC4)cc1 | 13 | -3
35 | OC(c1cccc(Cl)c1)c1nc(-c2ccccc2)cs1 (centres undefined) | -2 | 9
39 | CCc1nc2ccc(C(=O)Nc3ccc(C(=O)N(C)C)cc3)cn2c1N(C)CCCc1ccccc1 | 2 | 0
31 | COc1cc(NC(=O)Nc2nc(C(N)C3CCCCC3)cs2)cc(OC)c1OC (centres undefined) | 6 | -3

# Additional structures follow.
41. CN(C(=O)Cn1nnc(-c2cccnc2)n1)C1CCCCC1
42. COc1ccc(-c2ccc(C(=O)N3CCOCC3)c3occc23)c(C)c1
43. O=C(NCc1ccc(F)cc1)c1cc2sccc2n1Cc1ccc(F)cc1
44. CCc1nc2c(OCc3ccccc3C(=O)OC)cccn2c1N(C)C(=O)c1ccncc1
45. CCCNC(=O)c1cc(C2CCCN(C(=O)c3ccc4c(c3)CCO4)C2)on1 (centres undefined)
46. COc1cccc(C(O)c2ncc(-c3ccccc3OC)[nH]2)c1 (centres undefined)
47. CC(=O)NCCNc1nc(NC(C)C)nc2cc(-c3ccccc3)sc12
48. CCNC(=O)C1(C)CCCN(Cc2ccc(-c3ccccc3)o2)C1 (centres undefined)
49. O=C(Cc1ccc(Nc2nc(=S)[nH]c3ccccc23)cc1)NC1CCCCC1
50. CCOC1=C2CN(S(=O)(=O)c3ccc(C)cc3)C(c3ccc(C)cc3)CC2N(S(=O)(=O)c2ccc(C)cc2)C(c2ccccc2)C1 (centres undefined)

Compound | 41 | 42 | 43 | 44 | 45 | 46 | 47 | 48 | 49 | 50
NSD2 inh | -3 | 10 | 0 | -3 | 1 | 13 | 6 | 7 | -4 | 1
Wnt act | 6 | 5 | -5 | -1 | -2 | -1 | -2 | -1 | -1 | -7

51. COc1ccc(N2CCN(C(=O)CCCCCn3c(=S)[nH]c4ccc(N5CCOCC5)cc4c3=O)CC2)cc1
52. CC(=O)Nc1ccc(-c2ccnc3c2CC(C)(C(=O)NCc2ccc(F)c(F)c2)O3)cc1 (centres undefined)
53. CC1(C)Cc2c(cnn2-c2ccc(F)cc2)C(NC(=O)C2=CC(=O)CC(C)(C)O2)C1 (centres undefined)
54. CCCc1cnc(Nc2nc(C(N)Cc3ccc(C(F)(F)F)cc3)cs2)nc1 (centres undefined)
55. CC(C)c1ccc(NC(=O)C2Cc3c(-c4ccco4)ccnc3O2)cc1 (centres undefined)
56. CC(C)c1ccc(S(=O)(=O)N2CCN(C(=O)CCc3nc4ccccc4c(=O)[nH]3)CC2)cc1
57. COc1ccccc1NC(=O)Nc1nc(C(N)CC(C)C)cs1 (centres undefined)
58. COc1cc(OC)cc(-c2noc(-c3csc([C@@H]4O[C@H](CO)[C@H](O)[C@H](O)[C@H]4O)n3)n2)c1
59. CC1(C(=O)Nc2cccc(C#N)c2)CCN1C(=O)C/C=C/c1ccccc1 (centres undefined)
60. CC(=O)NC(c1ccccc1)c1nc(-c2ccccc2C)cs1 (centres undefined)

Compound | 51 | 52 | 53 | 54 | 55 | 56 | 57 | 58 | 59 | 60
NSD2 inh | -2 | -1 | 0 | 4 | 11 | 1 | 2 | -1 | 5 | 0
Wnt act | -1 | 0 | -2 | -5 | -3 | -8 | -1 | 1 | -1 | -2

61. CN(C)C(=O)c1cccc(-c2ccc3nncn3c2)c1
62. CCCS(=O)(=O)NC(=O)C1(C)CCCN(C(=O)c2cc(C)on2)C1 (centres undefined)
63. Cc1nc(N/N=C/c2ccccn2)sc1C
64. COC(=O)[C@@]12C[C@@H](CC(=O)NCCCN3CCCC3=O)C(=O)N(Cc3ccco3)C1=CCC(C)(C)C2
65. Fc1cccc(F)c1C(Nc1nncs1)Nc1nncs1
66. CNc1cnc(-c2ccc(C(=O)N3CCOCC3)cc2)cn1
67. Cc1cc(C)c(C(O)c2ncc(-c3cccc(F)c3)[nH]2)c(C)c1 (centres undefined)
68. COCCNC(=O)C1(C)CCCN(Cc2cc(C)ccc2C)C1 (centres undefined)
69. CCc1nc2c(OCc3ccc(OC)cc3)cccn2c1N(C)C(=O)c1ccncc1
70. CS(=O)(=O)Nc1ccc(-c2cncc3nccn23)cc1

Compound | 61 | 62 | 63 | 64 | 65 | 66 | 67 | 68 | 69 | 70
NSD2 inh | -1 | -2 | 2 | -3 | 0 | -4 | 2 | 0 | 3 | -6
Wnt act | -1 | -1 | -7 | -2 | -1 | 7 | -1 | 0 | -2 | -1

71. CC(=O)c1cccc(-c2ccc3c(c2)C(C)(Cc2ccccc2C#N)C(=O)N3)c1 (centres undefined)
72. COCCNc1nc(NCCCN2CCCC2=O)c2sc(-c3ccccc3)cc2n1
73. CC1(C(=O)NS(=O)(=O)c2cccs2)CCN1C(=O)Cc1ccc(Cl)cc1Cl (centres undefined)
74. CCOC(=O)[C@]12CCCC=C1N(CCC1=CCCCC1)C(=O)[C@H](CC(=O)N1CCCC1)C2
75. O=C(Nc1cccc(C(F)(F)F)c1)Nc1nnc([C@@H]2C[C@H](O)[C@@H](CO)O2)s1
76. CCN(CC)c1ncnc2c1ncn2[C@H]1CN(C2CCCC2)C[C@@H](CO)O1
77. Cc1cc2nc(NC(=O)C3(C)CCCN(C(C)C)C3)[nH]c2cc1C (centres undefined)
78. COc1ccc(Cl)cc1NC(=O)c1cccc(S(=O)(=O)Nc2c(C)n(C)n(-c3ccccc3)c2=O)c1
79. CC1(C(=O)NS(=O)(=O)c2ccc(Cl)s2)CCN1C(=O)C1(c2ccccc2)CCCC1 (centres undefined)
80. COc1ccc(CCNC(=O)Nc2nnc([C@H]3C[C@H](O)[C@@H](CO)O3)s2)cc1OC

Compound | 71 | 72 | 73 | 74 | 75 | 76 | 77 | 78 | 79 | 80
NSD2 inh | 4 | 1 | 0 | 2 | 0 | -3 | 1 | -1 | 0 | -1
Wnt act | -1 | -2 | -1 | -8 | -3 | -2 | -3 | 2 | 0 | -1

81. Cc1ccccc1-c1cc2nc(NCCN3CCNC3=O)n(C)c(=O)c2s1
82. CC(=O)c1cccc(-c2cnc3c(NC=O)cc(-c4ccc(N5CCN(C)CC5)cc4)cn23)c1
83. COc1ccc(CNC(=O)c2ccc(CS(=O)(=O)c3ccc(OC)cc3)o2)cc1
84. COc1ccc(C(=O)N2CCC[C@@H]2C(=O)N2CCC[C@@H]2C(=O)NCc2ccccc2)cc1F
85. COC(=O)C1=C(C)N(Cc2cccc(C(F)(F)F)c2)C(=NCc2ccccc2C(F)(F)F)NC1c1ccccc1C(F)(F)F (centres undefined)
86. c1ccc(CNc2nc(NCc3ccccc3)c3sccc3n2)cc1
87. CCc1nc2ccc(C(=O)Nc3cccc(NS(C)(=O)=O)c3)cn2c1N(C)C(=O)c1cccc(OC)c1
88. CCOC(=O)C1(C)CCCN1C(=O)c1cccs1 (centres undefined)
89. Cc1cc(F)ccc1-c1cc(C(=O)NCc2ccco2)[nH]n1
90. Cc1ccc(N2C(=O)c3cccc4c(C(=O)O)ccc(c34)C2=O)cc1

Compound | 81 | 82 | 83 | 84 | 85 | 86 | 87 | 88 | 89 | 90
NSD2 inh | 2 | 3 | 5 | 7 | -1 | 4 | 1 | -1 | -2 | -6
Wnt act | -2 | -3 | 3 | -2 | -13 | 0 | 0 | -3 | 11 | -1

91. Cc1ccccc1-c1cnc(C(O)c2c(C)cccc2C)[nH]1 (centres undefined)
92. COc1ccc(-c2cc(NC=O)c3ncc(-c4cc(OC)c(OC)c(OC)c4)n3c2)c(OC)c1
93. COc1cccc(C(C(=O)NC2CCCC2)N2CCN(c3cc(C)nc4ccccc34)CC2)c1OC (centres undefined)
94. CCc1nc2ccc(C(=O)N3CCN(C(=O)c4ccco4)CC3)cn2c1N(CC)Cc1cccc(Br)c1
95. COC(=O)[C@@]12C[C@@H](CC(=O)N3CCN(C(=O)c4ccco4)CC3)C(=O)N(Cc3ccc4c(c3)OCO4)C1=CCC(C)(C)C2
96. CC(=O)Nc1cccc(-c2ccnc3c2CC(C)(C(=O)Nc2cccc(C(F)(F)F)c2)O3)c1 (centres undefined)
97. Cc1ccc(C)c(-n2nnnc2SCC(=O)c2c(N)n(C)c(=O)n(C)c2=O)c1
98. COc1ccc(NC(=O)C2Cc3c(-c4ccc(Cl)cc4)ccnc3O2)cn1 (centres undefined)
99. O=C(Cc1c[nH]c2ccccc12)N1CCN(S(=O)(=O)c2ccc(F)cc2)CC1

Compound | 91 | 92 | 93 | 94 | 95 | 96 | 97 | 98 | 99
NSD2 inh | 2 | 3 | 1 | 6 | 1 | 0 | -2 | -7 | 2
Wnt act | 1 | -2 | -4 | -2 | -1 | -3 | 1 | -1 | -3

# Not all compounds are listed; rates above refer to the full screens.
